Bcl-2 Bim block: human Bim-Bcl-2 interaction inhibition; Bead-based flow cytometry, Bim peptide-Bcl-2 binding; actives 0.06% (n = 190,000); P10415; AID 950; inhibition, % at 10 µM; in the data active = inhibition above about 40%; inconclusive = no clear call, values can overlap the other calls;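 note: 0% = no compound wells with probe peptide and 100% = reference peptide inhibitor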
Target sequence (P10415 whole entry, looked up): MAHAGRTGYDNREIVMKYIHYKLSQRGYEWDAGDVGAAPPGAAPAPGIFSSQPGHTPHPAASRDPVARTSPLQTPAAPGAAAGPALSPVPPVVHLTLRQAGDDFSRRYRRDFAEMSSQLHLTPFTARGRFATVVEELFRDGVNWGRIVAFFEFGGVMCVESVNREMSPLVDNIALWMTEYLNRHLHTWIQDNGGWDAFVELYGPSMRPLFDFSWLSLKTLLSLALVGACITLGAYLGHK
Mcl1 Bid PPI: Mcl-1/Bid interaction inhibition; TR-FRET Mcl-1/Bid-Dy647 peptide binding, 1536-well; inhibition, % at 21.7 µM; actives 0.97% (n = 220,000); AID 1021;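 active = compounds that cut the binding signal by more than half at the single screening dose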;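 note: His-tagged Mcl-1 with europium anti-His antibody binding Bid BH3 peptide; 0% = Mcl-1 plus peptide wells and 100% = peptide-only wells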
RGS8-Gao reg: human RGS8-Galphao interaction regulation; P09471; AID 1423; multiplexed bead flow cytometry, RGS8-Galphao binding; actives lie on both sides; response (percent of control binding), % at 10 µM; actives 0.34% (n = 220,000); in the data active = response below about 60% or above about 140%; inactive = in between;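 note: Galphao activated as the GDP aluminium fluoride complex binding bead-coupled RGS8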
Target sequence (P09471 whole entry, looked up): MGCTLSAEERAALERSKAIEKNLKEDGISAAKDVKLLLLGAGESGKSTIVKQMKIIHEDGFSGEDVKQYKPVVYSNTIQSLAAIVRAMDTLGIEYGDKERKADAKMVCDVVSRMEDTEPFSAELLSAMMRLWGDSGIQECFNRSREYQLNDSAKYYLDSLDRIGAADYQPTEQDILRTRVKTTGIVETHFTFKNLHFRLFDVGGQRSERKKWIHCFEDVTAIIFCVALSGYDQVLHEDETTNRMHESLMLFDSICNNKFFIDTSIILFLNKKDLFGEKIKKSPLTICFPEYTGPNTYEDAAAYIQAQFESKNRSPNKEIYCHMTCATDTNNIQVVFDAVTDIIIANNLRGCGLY
Bcl-B Bim block: disrupts Bim peptide binding to human Bcl-B; inhibition, % at 10 µM; bead-based flow cytometry; AID 951; Q9HD36; actives 0.073% (n = 190,000);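 note: 0% = tracer peptide without compound and 100% = reference inhibitor peptide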
Target sequence (Q9HD36 whole entry, looked up): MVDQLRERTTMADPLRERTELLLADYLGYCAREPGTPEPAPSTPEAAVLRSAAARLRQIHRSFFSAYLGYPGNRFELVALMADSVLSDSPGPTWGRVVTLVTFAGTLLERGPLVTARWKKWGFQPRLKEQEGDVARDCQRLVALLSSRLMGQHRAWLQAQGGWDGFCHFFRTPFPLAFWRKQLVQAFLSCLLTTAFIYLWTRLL
GSH bead fluor: GSH bead compound fluorescence profile; GSH beads flow cytometry, compound fluorescence 488/530 nm; stronger effect = higher value; fluorescence (KMESF) at 10 µM; actives 0.25% (n = 190,000); in the data active = fluorescence above about 89;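 note: glutathione beads carrying GST-tagged Bcl family fusion proteins plus one bare bead set; values are compound well signal with DMSO vehicle wells as background; inactives centre near 16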
RGS4-Gao reg: human RGS4-Galphao interaction regulation; P09471; Multiplexed bead flow cytometry, RGS4-Galphao binding; actives lie on both sides; binding response (% of control), % at 10 µM; actives 0.33% (n = 220,000); AID 1415; in the data active = binding response below about 49% or above about 150%; inactive = in between;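 note: fluorescent Galphao activated with aluminum fluoride binding bead-coupled RGS4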
Bim-Bfl-1: human Bim-Bfl-1 interaction inhibition; Q16548; Bead-based flow cytometry, Bim-Bfl-1 binding inhibition; inhibition, % at 10 µM; actives 0.12% (n = 190,000);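 note: 0% = wells without compound plus tracer and 100% = blocker peptide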
RGS7-Gao reg: modulates binding of RGS7 to human Galphao; P09471; Multiplexed bead flow cytometry; actives lie on both sides; binding response (% of control), % at 10 µM; actives 0.35% (n = 220,000); AID 1439; in the data active = binding response below about 49% or above about 150%; inconclusive = no clear call, values can overlap the other calls; inactive = in between;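 note: fluorescent Galphao held in activated GDP-AlF4 state binding bead-coupled RGS7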
Bcl-XL Bim block: human Bim-Bcl-XL interaction inhibition; Q07817; Bim peptide-Bcl-XL binding, bead flow cytometry, fluorescence; inhibition, % at 10 µM; actives 0.04% (n = 190,000)
Bim-Bcl-W: inhibitors of Bim-Bcl-W interaction, human; inhibition, % at 10 µM; Q92843; bead-based flow cytometry, Bim peptide-Bcl-W binding; AID 952; actives 0.02% (n = 190,000);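 note: 0% = bound tracer without compound and 100% = peptide blocker; higher means less fluorescent Bim peptide bound to Bcl-W beads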
Target sequence (Q92843 whole entry, looked up): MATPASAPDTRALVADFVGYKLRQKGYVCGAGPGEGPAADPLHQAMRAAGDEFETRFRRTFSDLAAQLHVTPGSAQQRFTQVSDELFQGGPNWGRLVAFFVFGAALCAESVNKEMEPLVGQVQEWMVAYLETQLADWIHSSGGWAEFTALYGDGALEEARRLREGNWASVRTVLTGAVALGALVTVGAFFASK
Mcl-1 Bim block: human Bim-Mcl-1 interaction inhibition | Bead-based flow cytometry, Bim peptide-Mcl-1 binding | Q07820 | inhibition, % at 10 µM | actives 0.1% (n = 190,000);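 note: 0% = no compound tracer wells and 100% = peptide blocker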
An asterisk follows results filed as active; u = inconclusive; & = joins results of further samples. Cut-off read from the data, not from the text of the source, unless noted: active = inhibition above about 40%.

SMILES	Bcl-2 Bim block	Mcl1 Bid PPI	RGS8-Gao reg	Bcl-B Bim block	GSH bead fluor	RGS4-Gao reg	Bim-Bfl-1	RGS7-Gao reg	Bcl-XL Bim block	Bim-Bcl-W	Mcl-1 Bim block
COc1ccc(-n2cc(-c3ccc(Br)cc3)[nH]c2=S)cc1	-3.0	6.5	94.3	-9.0	13	101.3	0.0	103.1	-2.0	-1.0	0.0
CCS(=O)(=O)N1CCN(c2ncnc3sc(C)c(C)c23)CC1	2.0	-13.4	103.6	0.0	19	96.7	0.0	98.1	1.0	2.0	4.0
Cc1nn(Cc2ccccc2)c(Cl)c1C(=O)OC(C)C#N (configuration not stated)	1.0	-12.4	100.9	4.0	13	100.2	4.0	u	4.0	-1.0	1.0
CCOc1ccc(N2C(=O)CC(N3CCc4ccccc43)C2=O)cc1 (configuration not stated)	-1.0	-85.1	99.7	-2.0	7	98.0	-1.0	107.8	0.0	-3.0	-3.0
Cc1cc(C)cc(OCC(=O)Nc2ccc3c(c2)OCCO3)c1	-5.0	-17.9	100.6	-1.0	18	101.0	-6.0	101.6	-6.0	0.0	0.0
O=[N+]([O-])CC(=Nc1ccc(Cl)cc1)N/N=C\c1oc(O)c2ccccc12	-10.0	-29.9	99.4	-11.0	30	99.4	-18.0	97.6	-9.0	-1.0	-5.0
O=C(Nc1cccc(-c2nnc(-c3ccco3)o2)c1)c1ccccc1	13.0	5.0	102.4	15.0	19	100.2	18.0	101.1	17.0	15.0	15.0
CCn1cc([N+](=O)[O-])c(C(=O)Nc2nc(-c3ccc(C)cc3)c(C)s2)n1	-8.0	22.1	96.9	-10.0	33	100.3	-13.0	104.4	-9.0	-3.0	-2.0
O=C(NCc1ccccc1Cl)c1ccc(Br)o1	0.0	-27.8	101.0	-3.0	16	94.8	-6.0	u	-1.0	-1.0	0.0
Cc1ccc(C)c(NC(=O)CSc2nc(N)c(NC(=O)c3cccs3)c(=O)[nH]2)c1	1.0	-12.4	103.9	-5.0	14	102.2	-2.0	101.3	-2.0	-4.0	-2.0
CCOc1cccc(C(=O)NC(=S)Nc2cccnc2)c1	-2.0	-54.5	98.4	-3.0	10	96.0	-1.0	96.0	-4.0	0.0	-2.0
O=S(=O)(c1ccc(F)cc1)N1CCN(c2nc(-c3ccc(F)cc3)cs2)CC1	-3.0	-36.9	99.1	-3.0	17	100.0	-2.0	101.7	-3.0	-2.0	0.0
O=C1C(Cl)=C(NCCCN2CCOCC2)C(=O)N1CCc1ccccc1	-7.0	-8.6	102.9	-6.0	30	100.4	-17.0	99.3	-4.0	0.0	-2.0
CC(C)NC(=O)NC(=O)COc1ncnc2sccc12	-4.0	-4.9	106.2	-8.0	22	100.8	-13.0	102.0	-6.0	-1.0	-4.0
COc1ccccc1CNC(=O)c1cccc(NC(=O)c2ccccc2)c1	2.0	-42.7	99.6	-2.0	14	103.7	-5.0	110.4	-1.0	0.0	2.0
Fc1ccc(NC(=S)N/N=C/c2ccc(F)c(F)c2)cc1	0.0	-38.3	101.6	-1.0	22	105.7	-3.0	130.4	-3.0	2.0	1.0
Cc1ccc(C)c(NC(=O)Cn2nc(C(F)(F)F)cc2C2CC2)c1	-5.0	-30.3	106.2	-6.0	65	104.4	-12.0	98.4	0.0	5.0	4.0
Cc1ccc(CNC(=O)Cn2nnc3ccccc3c2=O)cc1	1.0	-19.8	101.2	-2.0	24	99.7	-2.0	103.2	-1.0	2.0	4.0
Cc1ccc(-n2c(C)nc3c(cnn3-c3ccc(C)c(C)c3)c2=O)cc1C	-5.0	0.2	101.7	-6.0	28	97.7	-12.0	97.2	-3.0	1.0	-1.0
O=C(CN(C(=O)Cn1nnc(-c2ccccc2F)n1)c1cnc2ccccc2c1)NCC1CCCO1 (configuration not stated)	0.0	-41.0	101.2	2.0	20	100.2	1.0	94.5	-3.0	0.0	-2.0
CCN(CC(=O)NCc1cccs1)c1ccc(S(=O)(=O)N2CCOCC2)cn1	-4.0	-7.5	97.2	-8.0	40	99.6	-9.0	98.2	0.0	4.0	9.0
O=C(CSc1nncs1)NC(=O)NCc1ccco1	-1.0	-14.8	92.8	0.0	12	90.5	0.0	93.6	-1.0	-2.0	1.0
O=C(O)CCc1ccc(-c2ccccc2)n1CC1CCCO1 (configuration not stated)	-3.0	-40.0	102.4	-6.0	4	100.8	-7.0	98.6	-2.0	0.0	-1.0
CC(CC(=O)O)CC1=NS(=O)(=O)c2ccccc2N1 (configuration not stated)	-2.0	-3.4	100.5	-1.0	19	102.1	-1.0	102.1	1.0	-1.0	-1.0
Cc1cc(C)c2c(c1)-c1cc(C)nn1C(c1ccc3c(c1)OCO3)N2 (configuration not stated)	-2.0	-85.7	102.0	-6.0	57	99.4	-7.0	98.6	7.0	2.0	1.0
Cc1[nH]c2ccccc2c1/C=N/NC(=O)c1cccc(F)c1	-3.0	-61.9	102.3	-3.0	13	100.2	-4.0	98.2	-1.0	-1.0	-4.0
O=C(Nc1cccc(Cl)c1)N1CCN(Cc2ccccc2)CC1	-10.0	10.9	99.0	-6.0	23	102.0	-12.0	103.9	-1.0	0.0	0.0
CCc1cc2ccc(OC)cc2nc1SCC(=O)NNC(=O)c1ccco1	-4.0	-7.2	95.2	-7.0	21	97.7	-2.0	100.3	-2.0	-3.0	0.0
Cc1ccc(-c2nnc(N3CCN(C(=O)c4ccco4)CC3)c3ccccc23)cc1	-6.0	-6.1	102.5	-16.0	33	102.6	-14.0	101.2	-9.0	-3.0	-3.0
O=C1Nc2ccc(Cl)cc2C12Nc1ccccc1-c1nnc(SCc3ccccc3F)nc1O2 (configuration not stated)	0.0	3.9	109.5	-8.0	10	102.3	-3.0	110.2	-5.0	-6.0	-6.0
C[C@@H]1C[C@@H]2O[C@H]2/C=C\C=C\C(=O)Cc2c(Cl)c(O)cc(O)c2C(=O)O1	-7.0	-16.2	106.4	-3.0	21	103.2	-3.0	105.7	0.0	0.0	-4.0
CCn1cc(C(=O)N2CCN(C(=O)c3ccco3)CC2)c2cc(OC)c(OC)cc2c1=O	-12.0	1.7	94.2	-8.0	24	95.5	-12.0	111.0	-6.0	0.0	-1.0
COCCNC(=O)c1c(N)sc2c1CCCC2	2.0	-22.6	104.6	-11.0	21	103.2	12.0	102.6	0.0	3.0	0.0
CC(=O)Nc1ccc(NC(=O)c2cc(-n3cnnc3)ccc2Cl)cc1	-5.0	-24.7	99.4	-10.0	10	101.1	-7.0	103.3	-1.0	0.0	-2.0
Cc1ccn(C(=O)c2cc3cc(Cl)ccc3oc2=O)n1	0.0	20.0	95.5	0.0	14	98.1	0.0	96.3	-2.0	-2.0	0.0
NC(=O)NC(CC(=O)OCC(=O)NC(=O)NCc1ccco1)c1ccc(Cl)cc1 (configuration not stated)	2.0	-39.8	91.9	-4.0	11	74.6	0.0	81.8	-2.0	0.0	0.0
CC(C)CN1CCN(Cc2ccc3ncccc3c2)CC1CCO (configuration not stated)	-1.0	-20.6	104.9	-3.0	14	103.7	-2.0	106.3	-6.0	-4.0	-4.0
Cc1cc([N+](=O)[O-])nn1CC(=O)Nc1sc2c(c1C(N)=O)CCCC2	6.0	-64.7	100.1	-1.0	9	105.1	3.0	u	5.0	5.0	5.0
CCOC(=O)C(=O)Nc1ccc(Oc2ccccc2)cc1	-1.0	22.2	102.5	-4.0	12	102.6	-13.0	100.8	0.0	-3.0	0.0
Cc1nc2ccc(-c3nc4ccccc4o3)cc2[nH]1	7.0	6.9	94.3	12.0	23	97.0	7.0	96.5	10.0	12.0	9.0

Gathered by group, those above with bromine
SMILES	Bcl-2 Bim block	Mcl1 Bid PPI	RGS8-Gao reg	Bcl-B Bim block	GSH bead fluor	RGS4-Gao reg	Bim-Bfl-1	RGS7-Gao reg	Bcl-XL Bim block	Bim-Bcl-W	Mcl-1 Bim block
COc1ccc(-n2cc(-c3ccc(Br)cc3)[nH]c2=S)cc1	-3.0	6.5	94.3	-9.0	13	101.3	0.0	103.1	-2.0	-1.0	0.0
O=C(NCc1ccccc1Cl)c1ccc(Br)o1	0.0	-27.8	101.0	-3.0	16	94.8	-6.0	u	-1.0	-1.0	0.0

(list continues)
SMILES	Bcl-2 Bim block	Mcl1 Bid PPI	RGS8-Gao reg	Bcl-B Bim block	GSH bead fluor	RGS4-Gao reg	Bim-Bfl-1	RGS7-Gao reg	Bcl-XL Bim block	Bim-Bcl-W	Mcl-1 Bim block
CCSc1nnc(Cn2c(=O)sc3ccccc32)n1C	-7.0	2.6	102.6	-11.0	15	101.3	-7.0	101.4	-10.0	-6.0	-3.0
N#Cc1ccsc1NC(=O)CSc1ncnc2ccccc12	0.0	-7.8	99.9	0.0	17	94.9	0.0	96.4	1.0	-2.0	-1.0
CCCOc1ccc2ccccc2c1/C=N/n1c(C)nnc1-n1nc(C)cc1C	-8.0	-29.8	96.3	-12.0	34	92.7	-16.0	95.2	-11.0	-2.0	-4.0
Cc1ccc(C(=O)COC(=O)c2ccc(-c3cnc4ccccc4n3)cc2)cc1C	-5.0	-2.9	99.6	-5.0	10	97.5	-1.0	98.5	1.0	4.0	10.0
CN1/C(=C\C(=O)CN2C(=O)NC3(CCCCCC3)C2=O)C(C)(C)c2ccccc21	-6.0	-20.9	100.2	-6.0	40	99.8	-10.0	97.9	-4.0	-1.0	-2.0
Cc1ccc2cc3c(N)[nH]nc3nc2c1	5.0	-19.8	80.2	8.0	14	81.0	6.0	75.8	7.0	5.0	8.0
CC(C)(C)C(=O)NC(=S)Nc1ccccc1N1CCCC1	-5.0	-57.6	108.7	-11.0	22	102.9	-8.0	106.8	-3.0	-2.0	1.0
O=C(CSc1nc(NS(=O)(=O)c2ccccc2)cc(=O)[nH]1)Nc1ccc(Cl)cc1	-1.0	11.5	95.8	-3.0	8	91.9	-5.0	83.6	-4.0	0.0	2.0
Clc1ccc(OCc2nc(-c3ccncc3)no2)c(Cl)c1	-9.0	20.2	99.1	-7.0	46	99.8	-11.0	102.2	-1.0	4.0	-1.0
O=C(CN1CCN(S(=O)(=O)c2ccccc2)CC1)Nc1ccc2c(c1)CCC2	-8.0	-26.1	111.5	-7.0	13	104.8	-1.0	107.9	-8.0	-5.0	-6.0
O=C(COC(=O)CCc1ccc(S(=O)(=O)N2CCOCC2)cc1)Nc1ccc(Cl)cn1	-1.0&0.0	-12.9	100.1&100.5	-1.0&-1.0	14&10	100.1&101.5	-2.0&-2.0	94.5&100.7	0.0&-1.0	0.0&-2.0	-2.0&-1.0
COc1cc(/C=N/NC(=O)CC2(C)OCCO2)cc(Br)c1O	-2.0	-28.0	102.5	-1.0	10	99.1	3.0	94.8	-1.0	-3.0	-1.0
COCCNC(=O)C(c1ccco1)N(C(=O)Cn1nnc2ccccc21)c1ccccc1C (configuration not stated)	-10.0	-2.5	101.7	-10.0	34	100.0	-14.0	105.5	-7.0	0.0	-2.0
Cc1cccc(Cn2ccc(-c3ccc(Cl)cc3)c(C#N)c2=O)c1	1.0	2.7	102.2	0.0	18	104.6	0.0	106.3	-2.0	2.0	2.0
N#C/C(=C1\CCCN1)c1nc(-c2ccccc2)cs1	-4.0	-34.1	101.2	0.0	20	103.0	0.0	103.1	0.0	1.0	-1.0
CCOC(=O)c1sc(=NC(=O)c2ccc(OC(C)C)cc2)n(C)c1C	0.0	-7.5	102.4	-1.0	19	102.4	-5.0	100.4	-4.0	-1.0	0.0
Cc1c(C(=O)N2CCN(c3ccccn3)CC2)sc2ncnc(N3CCOCC3)c12	-4.0	-25.3	105.4	-5.0	14	106.3	-11.0	103.5	-3.0	3.0	0.0

Screens as filed in PubChem.

An unsorted share of the library. About 1.8% of those tested had a hit in this group.
